SR-BI DiI inh: inhibitors of SR-BI mediated HDL lipid uptake, primary screen, ldlA[mSR-BI] cells, fluorescence, single point. Scavenger receptor class B member 1 (Mus musculus), Q61009. inhibition, % at 12.5 µM. ldlA[mSR-BI] CHO cells, DiI-HDL uptake fluorescence, 3 h. 320,000 compounds, 0.96% hits;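 active = mean replicate inhibition of at least 70% and a set share of replicates each scoring 70 or more; inconclusive = meets just one of the two criteria; inactive = fails both criteria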;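 also: 0% = median of neutral control wells and 100% = median of positive control wells; values of inactives mirror those of a sister screen read the other way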
SR-BI uptake up: activators of SR-BI mediated DiI-HDL uptake, primary screen, ldlA[mSR-BI] CHO cells, DiI fluorescence. 3 h; 100 = double the neutral-control signal. activation, % at 12.5 µM. 320,000 compounds, 0.096% hits. AID 504775, 2011;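 active = mean replicate activation of at least 60% and every replicate at or above 60%; inconclusive = mean or all-replicate condition met, but not both; inactive = mean below 60% and not all replicates reaching 60%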;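 also: 0% = median plate neutral-control signal and 100% = twice that signal; values of inactives mirror those of a sister screen read the other way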
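Material: SR-BI-overexpressing, LDLR-lacking CHO cells; schedule: compound exposure 3 h, 37 °C; reagent: DiI-labelled HDL at 10 µg/mL final; technique: bottom-read fluorescence, 550/595 nm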
DAGLB inhibitor: DAGLB lipase inhibitors, primary screen, biochemical, fluorescence, HTS. HEK293T DAGLB membrane lysate, EnzChek fluorogenic substrate. AID 504411, 2011. inhibition, % at 5.17 µM. Diacylglycerol lipase-beta (Homo sapiens), Q8NCG7. 340,000 compounds, 0.059% hits; in the data active = inhibition above about 34%;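 also: 0% = enzyme with vehicle and 100% = wells lacking enzyme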
Arr AP2 block: inhibitors of beta-arrestin/AP2 binding, primary screen, biochemical, GPCR trafficking, flow cytometry | FITC-arrestin peptide / GST-AP2 beads; AP2 beta2 appendage carries R879A mutation | 340,000 compounds, 0.31% hits | beta-arrestin 1 C-terminal peptide binding to AP2 beta2-adaptin appendage (human) | inhibition, % at 10 µM;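 active = inhibition above a set limit, near 3 SD of compounds lacking own fluorescence, cut at about 54% in these data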;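 also: plate controls were DMSO wells for no effect and 5 µM unlabelled arrestin peptide for full effect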
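System: GST-AP2 R879A glutathione beads. Medium: PBS with 0.05% Tween 20 and 0.1% BSA. Also added: FITC-arrestin peptide, 50 nM. Incubation: 12 min plus 1 h, RT. Measured by: high-throughput flow cytometry of beads, ex 488, em 535 nm. Evaluation: percent drop in bead-associated FITC signal.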
RTF Ca sens inh: cardiac RTF calcium sensitivity inhibitors, primary screen, biochemical, IANBD-TnC fluorescence, EC70 calcium. IANBD-labeled cardiac RTF, Ca2+ fluorescence. inhibition, % at 7.15 µM. 340,000 compounds, 0.12% hits. AID 493244, 2011;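 active = inhibition above the mean inhibition of all tested compounds plus 3 SD, cut at about 17% in these data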;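 also: assay run at fixed EC70 calcium of 1.6 mM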
Keap1-Nrf2 PPI: Keap1-Nrf2 protein-protein interaction inhibitors, primary screen, biochemical, fluorescence polarization, single point | Kelch-like ECH-associated protein 1 (Homo sapiens), Q14145 | Keap1 Kelch-Nrf2 peptide fluorescence polarization, 1536-well | inhibition, % at 9.4 µM | 340,000 compounds, 0.15% hits; in the data active = inhibition above about 12%; inconclusive = no clear call, values can overlap the other calls; inactive = below about 7.3%;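 also: human Keap1 Kelch domain with fluorescein labeled Nrf2 9mer peptide probe; 0% = neutral control wells and 100% = peptide positive control; higher means more block of Keap1 binding to Nrf2 peptide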
Target sequence (Q14145 whole entry, looked up, the tested form may be a part): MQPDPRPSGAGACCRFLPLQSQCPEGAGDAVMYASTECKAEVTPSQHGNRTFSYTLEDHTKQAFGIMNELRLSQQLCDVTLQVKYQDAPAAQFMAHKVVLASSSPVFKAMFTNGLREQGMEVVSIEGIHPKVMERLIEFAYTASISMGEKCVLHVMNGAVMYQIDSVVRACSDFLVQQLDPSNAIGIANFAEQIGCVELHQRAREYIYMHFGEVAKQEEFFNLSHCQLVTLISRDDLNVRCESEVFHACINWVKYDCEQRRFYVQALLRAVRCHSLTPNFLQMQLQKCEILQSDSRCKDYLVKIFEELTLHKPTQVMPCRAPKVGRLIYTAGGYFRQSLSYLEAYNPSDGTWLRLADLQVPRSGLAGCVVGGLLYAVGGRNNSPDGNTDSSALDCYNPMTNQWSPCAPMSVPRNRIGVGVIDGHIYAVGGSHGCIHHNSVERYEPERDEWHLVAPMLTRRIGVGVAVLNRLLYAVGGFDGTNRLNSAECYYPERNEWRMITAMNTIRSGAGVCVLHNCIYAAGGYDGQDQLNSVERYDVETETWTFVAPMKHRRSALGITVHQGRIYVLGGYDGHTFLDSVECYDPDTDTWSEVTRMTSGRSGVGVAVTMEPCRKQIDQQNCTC
PvdQ acylase: P. aeruginosa PvdQ acylase inhibitors, primary screen, biochemical, fluorescence, plate reader and imaging, single point; PvdQ acylase [Pseudomonas aeruginosa LESB58]; purified PvdQ acylase; inhibition, % at 10 µM; 340,000 compounds, 0.063% hits; AID 488965, 2010; in the data active = inhibition above about 30%, passing the limit was not always enough; inconclusive = no clear call, values can overlap the other calls;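 also: 0% = vehicle neutral wells and 100% = reference inhibitor wells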
PKA-R2B activ: activators of PKA-R2B holoenzyme, primary screen, biochemical, fluorescence polarization, Cy5-IP20, human. PKA-R2B holoenzyme dissociation; R2B truncated from residue 108, S112A mutant; 0% DMSO only, 100% 113 µM cGMP. activation, % at 11.4 µM. 340,000 compounds, 0.079% hits;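 active = activation above a cutoff set at the mean over all compounds plus 3 SD, cut at about 18% in these data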;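 also: higher means more holoenzyme dissociation and a rise in polarization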
Target sequence (P31323 whole entry, looked up, other chains not shown, the tested form may be a part): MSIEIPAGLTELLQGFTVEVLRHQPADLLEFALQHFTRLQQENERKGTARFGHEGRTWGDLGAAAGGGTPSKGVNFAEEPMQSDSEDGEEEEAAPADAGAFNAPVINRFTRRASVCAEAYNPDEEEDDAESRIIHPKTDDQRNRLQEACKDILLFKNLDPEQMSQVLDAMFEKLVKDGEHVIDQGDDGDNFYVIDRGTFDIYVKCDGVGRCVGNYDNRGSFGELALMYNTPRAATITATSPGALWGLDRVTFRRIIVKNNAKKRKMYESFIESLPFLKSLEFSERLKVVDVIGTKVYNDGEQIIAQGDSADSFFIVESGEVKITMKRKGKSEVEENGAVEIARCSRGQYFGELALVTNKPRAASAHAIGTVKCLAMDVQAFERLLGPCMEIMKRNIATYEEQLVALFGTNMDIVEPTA
NSD2 inh: NSD2 histone methyltransferase inhibitors, primary screen, biochemical, AlphaScreen, single concentration, set 2. Histone-lysine N-methyltransferase NSD2 (Homo sapiens), O96028. inhibition, % at 12.5 µM. AID 743445, 2014. 310,000 compounds, 0.54% hits. NSD2 peptide methylation, 120 min; in the data active = inhibition above about 50%
C-LANA FP: inhibitors of KSHV C-LANA binding to DNA, primary screen, biochemical, fluorescence polarization, FAM-LBS DNA, MBP-C-LANA, single point; 340,000 compounds, 0.078% hits; Kaposi's sarcoma herpesvirus LANA C-terminal domain (residues 932-1162) DNA binding; inhibition, % at 9 µM;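 active = highest replicate inhibition at or above 60% at 9 µM, even if other replicates fall short; inactive = all replicates below 60% inhibition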;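 also: 0% = neutral control wells and 100% = 4 µM acridine orange control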
* hit, by the source's call; ? = inconclusive; . = not tested or not shown.

SMILES	SR-BI DiI inh	SR-BI uptake up	DAGLB inhibitor	Arr AP2 block	RTF Ca sens inh	Keap1-Nrf2 PPI	PvdQ acylase	PKA-R2B activ	NSD2 inh	C-LANA FP
C[C@H]1CC[C@]2(O[C@@H](CCO)C[C@H](O)[C@H]2O)O1	-3.6	3.6	3.4	8.8	2.8	-2.8	-4.2	1.4	.	-0.2
CCCCN(C)CCCNC(=O)Cn1c(=O)sc2ccccc21	-6.0	6.0	-2.0	-6.8	-8.1	-5.8	-12.6	-1.3	.	-2.1
CCOC(=O)Nc1ccc2c(c1)Sc1ccccc1N2C(=O)CCN1CCOCC1	-16.5	16.5	0.8	-14.4	-0.7	-1.1	-19.0	5.1	0.9	0.0
Cc1cc(N)ccc1S(C)(=O)=O	-26.6	26.6	0.1	-3.8	-5.4	-3.8	-15.5	4.3	-0.9	-6.2
N#Cc1cnc2nc(SCc3ccccc3)nn2c1	-9.6	9.6	-1.1	8.0	-18.5	5.7	-2.5	11.9	.	-1.0
O=C(O)CCNC(=O)OCC1c2ccccc2-c2ccccc21	-15.7	15.7	-6.3	35.6	-5.4	-3.8	6.0	-9.0	1.1	-0.6
COc1ccccc1CNc1ccc(C(=O)O)cc1	-11.0	11.0	1.6	7.8	3.7	0.7	-7.7	1.0	-2.6	0.9
CCOC(=O)/C(C#N)=C1/CCCCCN1C	-3.1	3.1	1.4	-0.5	-10.2	-1.0	-18.2	-1.2	-2.7	0.8
Nc1nc(CSc2ncn(-c3ccccc3)n2)cs1	5.9	-5.9	-2.2	5.9	-5.9	-3.7	-10.8	-6.7	0.3	-4.9
Cc1nc(-c2ccc(S(=O)(=O)Nc3ccc(S(N)(=O)=O)cc3)cc2)co1	-5.9	5.9	-6.6	8.5	5.8	5.0	4.5	-12.6	.	0.1
Cc1ccc(S(=O)(=O)c2c(COC(=O)c3ccccc3Cl)c(-c3ccccc3)nn2C)cc1	-10.9	10.9	-4.0	-6.7	-6.4	-4.9	6.3	-1.2	1.2	0.7
O=C(COc1ccc(S(=O)(=O)N2CCOCC2)cc1)Nc1ccccc1F	-12.7	12.7	2.0	4.1	-16.9	-4.2	-0.7	-5.8	-1.8	0.0
O=C(O)c1cccc(NC(=S)NC(=O)c2ccc3ccccc3c2)c1	-11.5	11.5	4.6	-1.1	-8.4	-3.9	-3.8	4.6	1.9	-0.1
COCc1cc(CN2CCCC(C(=O)Nc3ccc(-c4ccco4)cc3)C2)ccc1OC (centres undefined)	-3.9	3.9	3.0	-3.0	-16.6	-10.2	-12.8	8.5	0.9	-1.8
COc1ccc(C)cc1NC(=O)CN1CCN(S(=O)(=O)c2ccc3ccccc3c2)CC1	5.7	-5.7	-6.4	-7.3	-8.2	-1.7	-9.8	7.0	1.8	-0.5
COc1cc(OC)cc(C(=O)NCc2ccc(-n3cccc3)cc2)c1	15.2	-15.2	-4.6	9.7	14.1	0.1	-4.6	8.4	0.2	1.3
Cc1ccc(NC(=S)c2ccc3ccccc3n2)c(C)c1	6.2	-6.2	-0.9	53.0	4.6	0.6	5.0	-3.6	-3.9	0.2
CC(=O)N1c2ccccc2[C@H](C)[C@H]1C	-1.5	1.5	-4.9	23.8	0.3	-6.4	-7.6	-5.4	.	-0.2
Cn1ccnc1C1CCCCN1C(=O)c1cc(COc2ccc(F)cc2Cl)on1 (centres undefined)	-0.5	0.5	.	33.1	.	-1.4	-4.1	.	-4.9	-0.1
COc1ccc(CCCc2nnc(SCC(=O)Nc3nccs3)n2C)cc1C	24.8	-24.8	2.6	1.2	2.3	-0.6	5.9	-2.1	-3.2	-0.4
CCOc1ccccc1N1CCN(C(=O)c2cc(-c3cc(OC)ccc3OC)nc3ccccc23)CC1	11.4	-11.4	-1.4	31.5	-1.0	-4.4	5.7	-11.8	-0.9	-2.0
CCNc1c(NS(=O)(=O)c2ccc(F)c(Cl)c2)c(=O)oc2ccccc12	.	.	1.1	-11.6	1.9	-1.7	-12.7	-15.7	0.1	-0.1
Cc1cccc(C(=O)N[C@H](C(=O)Nc2cccc(S(=O)(=O)N3CCCC3)c2)C(C)C)c1	.	.	1.8	8.7	-12.7	2.1	1.2	6.0	0.1	0.0
CCOC(=O)N1CCC(NC(=O)CS(=O)(=O)Cc2nc(-c3ccc(OC)cc3)oc2C)CC1	43.2	-43.2	-1.3	-10.9	-4.3	-6.2	-15.3	-13.8	-1.0	1.0

Of the compounds above, 3 contain a COOH group:
SMILES	SR-BI DiI inh	SR-BI uptake up	DAGLB inhibitor	Arr AP2 block	RTF Ca sens inh	Keap1-Nrf2 PPI	PvdQ acylase	PKA-R2B activ	NSD2 inh	C-LANA FP
O=C(O)CCNC(=O)OCC1c2ccccc2-c2ccccc21	-15.7	15.7	-6.3	35.6	-5.4	-3.8	6.0	-9.0	1.1	-0.6
COc1ccccc1CNc1ccc(C(=O)O)cc1	-11.0	11.0	1.6	7.8	3.7	0.7	-7.7	1.0	-2.6	0.9
O=C(O)c1cccc(NC(=S)NC(=O)c2ccc3ccccc3c2)c1	-11.5	11.5	4.6	-1.1	-8.4	-3.9	-3.8	4.6	1.9	-0.1

The results go on.
SMILES	SR-BI DiI inh	SR-BI uptake up	DAGLB inhibitor	Arr AP2 block	RTF Ca sens inh	Keap1-Nrf2 PPI	PvdQ acylase	PKA-R2B activ	NSD2 inh	C-LANA FP
Nc1nc(-c2ccc(Cl)cc2)nnc1-c1ccc(Br)cc1	32.1	-32.1	-1.7	3.8	-16.4	-2.3	-4.4	4.3	-1.7	0.5
Cc1ccc2cc(/C=C(\C#N)C(N)=O)c(N3CCCCC3)nc2c1	47.3	-47.3	7.1	-6.7	6.3	?	-8.8	-6.7	-1.4	14.2
CN(CC(=O)Nc1ccccc1Cl)C(=O)c1cccc(S(=O)(=O)N2CCN(Cc3ccccc3)CC2)c1	-12.5	12.5	1.5	-3.6	3.0	-0.8	9.6	6.5	0.7	-1.7
C(#CC1CCCC1)c1ccc2c(c1)COc1c3ccccc3nn1-2	5.4	-0.6	0.3	8.6	-1.7	0.5	-6.3	4.8	.	2.3
COc1cc2nc(COc3ccc(C#N)cc3)n(CC#N)c(=O)c2cc1OC	18.6	-18.6	-1.9	3.1	-15.6	-3.0	-12.7	-0.8	-0.9	1.1
CCOC(=O)c1sc2ncn(C(CC)C(=O)OC)c(=O)c2c1C (centres undefined)	8.3	-8.3	-5.8	0.6	-13.9	-2.7	-9.4	-3.0	-1.3	-0.5
CNc1nc2cc([N+](=O)[O-])c([N+](=O)[O-])cc2nc1NC	19.9	-19.9	2.7	-3.0	4.3	2.1	3.5	-3.6	4.2	1.0
O=C(CNC(=O)c1ccc(Cl)cc1)NC1CCCCC1	-14.8	14.8	2.2	-10.0	-3.3	-1.1	-7.3	-7.0	-0.2	2.8
CCSc1ccccc1C(=O)Nc1cc(OC)c(OC)c(OC)c1	23.4	-23.4	0.0	3.9	-15.1	-0.9	-12.2	-0.3	2.5	-0.5
OCCn1c(SCCOc2ccccc2)nc2ccccc21	1.0	-1.0	-4.4	-4.7	-3.8	-5.4	-16.6	-5.4	-1.7	-1.1
CN(C1(C)CCS(=O)(=O)C1)S(=O)(=O)c1ccc(F)cc1 (centres undefined)	-20.7	20.7	-4.1	48.6	-11.1	-0.4	-0.1	13.5	-0.5	-1.9
NS(=O)(=O)c1ccc(CCNC(=O)c2ccc(=O)[nH]c2)cc1	.	.	-1.8	19.1	8.1	-2.0	6.0	-8.4	7.2	-0.1
COc1cccc(N2CCN(c3nc(-c4ccccc4C)cc(=O)[nH]3)CC2)c1	-26.5	26.5	-2.1	0.7	-9.2	-2.1	0.3	1.8	0.9	-1.5
Cc1ccc(NC(=S)N2CCN(Cc3ccc4c(c3)OCO4)CC2)c(C)c1	6.5	-6.5	1.0	-6.7	0.0	-3.8	-5.4	-1.6	-3.0	0.0
COc1cccc(C(=O)NCCS(=O)(=O)N2CCCC2)c1	-17.9	17.9	-1.5	-1.2	-12.5	-5.1	-16.2	2.6	-2.4	-0.9
COc1ccccc1NC(=O)C(=O)NCCC1CCCCN1S(=O)(=O)c1ccccc1 (centres undefined)	24.5	-24.5	-0.4	-3.1	1.9	4.2	-8.6	4.4	-0.1	0.9
CCOC(=O)N1CCC(NC(=O)C2CCCCN2S(=O)(=O)c2ccc(F)cc2)CC1 (centres undefined)	-15.3	15.3	-0.2	4.5	-4.3	-4.0	-13.4	-2.5	.	-1.2
CCC(CC)COC(=O)C1=C(C)NC(=O)NC1c1ccc2c(c1)OCO2 (centres undefined)	-6.0	6.0	2.0	8.0	-0.5	-0.6	-5.0	-5.7	1.8	0.9
Cc1ccc2nc(SCC(=O)c3c(N)n(C)c(=O)n(C)c3=O)[nH]c2c1	25.4	-25.4	0.4	0.9	-6.1	-0.6	-17.8	5.4	3.2	1.4
COc1ccc(S(=O)Cc2ccc(C(=O)N3CCN(c4cccc(C)c4C)CC3)o2)cc1 (centres undefined)	1.8	-1.8	-4.6	20.3	-8.0	0.5	-11.9	8.0	.	0.1
CCOC(=O)C1=NNC(C(=O)c2ccccc2)C1c1ccc(Cl)cc1 (centres undefined)	.	.	-3.3	9.0	-3.2	-1.2	-17.0	-4.7	-1.2	3.3
CCc1nn(CCCC(=O)Nc2ccc(C)c(C)c2)c(=O)c2cc3occc3n12	68.2	-68.2	-3.7	-28.9	-7.2	-10.8	-9.2	-8.9	-3.8	-0.9
O=C(c1cccc(NS(=O)(=O)c2cccc(F)c2)c1)N1CCCC1	-7.2	7.2	-1.3	-2.4	8.1	1.8	-10.6	7.7	-2.4	2.3
c1ccc2c3n(nc2c1)CCCCO3	-15.5	15.5	-0.1	4.4	-17.5	-4.4	7.6	-4.3	.	4.5
Cc1cc(C)nc(SCC(=O)NC2=NN=C(c3ccc(Br)cc3)CS2)n1	4.2	-4.2	-18.9	6.4	-2.2	0.5	-12.9	4.0	6.0	-0.6
Nc1nc(-c2cccc(F)c2)cs1	10.1	-10.1	-2.9	-0.5	0.0	-0.1	-17.1	4.6	-4.1	-0.7
CC(=O)N1CCC(C(=O)Nc2ccc3c(c2)CCC3)CC1	1.6	-1.6	-0.3	3.2	4.2	-1.7	-5.1	3.2	3.0	1.0

Compound activity: PubChem, several laboratories
